Vif-A3G inh: blocks the Vif interaction with human APOBEC3G | Q9HC16 | HeLa A3G-eYFP + Vif (tagged APOBEC3G with the HIV-1 protein that degrades it), YFP fluorescence, overnight | Potency, µM (titrated, usually from 46.1 µM), inactives show at the top dose activity, negative = active, usual class: inhibitors | 410,000 tested, 0.076% active;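 also: potency is read from the fitted curve at half-maximal effect; % is scaled to controls: 0 for no effect and ±100 for the full control effect; nearly all actives have a fitted effect of over 60% in size; hits raise eYFP signal because A3G escapes Vif-driven loss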
Target sequence (Q9HC16 whole entry, looked up): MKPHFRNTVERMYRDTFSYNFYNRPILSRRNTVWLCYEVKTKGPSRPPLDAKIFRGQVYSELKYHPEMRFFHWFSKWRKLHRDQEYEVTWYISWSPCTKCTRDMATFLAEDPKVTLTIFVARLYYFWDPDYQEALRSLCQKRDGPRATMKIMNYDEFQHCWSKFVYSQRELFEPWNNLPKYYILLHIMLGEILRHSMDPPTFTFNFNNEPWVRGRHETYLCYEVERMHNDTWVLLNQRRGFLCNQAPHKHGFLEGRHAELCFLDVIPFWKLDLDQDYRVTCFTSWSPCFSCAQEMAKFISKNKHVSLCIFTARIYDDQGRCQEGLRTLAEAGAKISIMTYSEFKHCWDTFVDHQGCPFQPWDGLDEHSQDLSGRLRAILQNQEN
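Read-out is eYFP fluorescence (Ex 488/Em 500-530) from Vif-expressing HeLa A3G-eYFP cells; more signal means A3G escaped Vif-mediated degradation. Cells plated overnight, compound pinned in, incubated overnight at 37 deg C.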
Vif-APOBEC3F blk: blocks the Vif interaction with APOBEC3F; 390,000 tested, 0.2% active; AID 602313; HeLa A3F-eYFP + Vif (tagged APOBEC3F with the HIV-1 protein that degrades it), YFP fluorescence increase; Potency, µM (series often up to 46.1 µM), inactives show top-dose activity, negative = active; also: potency is read from the fitted curve at half-maximal effect; % of control where 0% means no effect; nearly all actives have a fitted effect of over 65% in size
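HeLa cells stably expressing Vif plus C-terminally eYFP-tagged A3F were seeded, incubated overnight at 37 deg C, dosed with compound, incubated overnight again at 37 deg C. Yellow fluorescence (Ex 488/Em 500-530) reported blocked Vif-mediated A3F-eYFP degradation.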
RGS4 inhibitor: inhibitors of human regulator of G protein signaling 4. Potency, µM (highest dose often 114 µM), without a hit: at the highest dose activity change, negative = inhibition, most hits filed as inhibitors. P49798. Transcreener GDP fluorescence polarization, RGS4-accelerated GTP hydrolysis. AID 504845. 390,000 tested, 0.039% active; also: potency is read from the fitted curve at half-maximal effect; % is scaled to controls: 0 for no effect and ±100 for the full control effect; nearly all actives have a fitted effect of over 75% in size; some results filed as inactive show a strong effect at the top dose
Target sequence (P49798 whole entry, looked up): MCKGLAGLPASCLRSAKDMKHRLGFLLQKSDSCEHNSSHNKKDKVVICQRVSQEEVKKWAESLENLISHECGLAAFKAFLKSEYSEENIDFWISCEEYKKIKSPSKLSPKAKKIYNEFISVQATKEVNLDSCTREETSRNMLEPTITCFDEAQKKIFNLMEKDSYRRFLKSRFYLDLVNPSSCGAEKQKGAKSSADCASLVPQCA
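MLSMR compounds (23 nl, pin-transferred) preincubated 10 min at room temperature with a 500nM (2x) first reagent, then RGS4 at 900nM (2x) plus Transcreener GDP mix added; fluorescence polarization (620/688 nm) read before and after 90 min at 30 °C.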
ERG-DNA inh: blocks human ERG Ets domain binding to DNA | 370,000 tested, 0.028% active | fluorescence polarization, His-ERG Ets domain / labelled DNA | Potency, µM (doses to about 76.9 µM), for inactives: at the highest dose FP activity, negative = inhibition, usual class: inhibitors | AID 624246 | P11308; active = well fitted inhibition curve with a large enough effect in the polarisation, with a control signal flat; inconclusive = small, poorly fitted or top-dose-only effect, or effect the other way, or a change in a side signal; inactive = no such curve, though single readings can be large or run the other way; the % refers to the polarisation;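 also: polarization taken with two DNA probes labelled with fluorescein and Texas red; potency is read from the fitted curve at half-maximal effect; % of control where 0% means no effect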
Target sequence (P11308 whole entry, looked up, the tested form may be a part): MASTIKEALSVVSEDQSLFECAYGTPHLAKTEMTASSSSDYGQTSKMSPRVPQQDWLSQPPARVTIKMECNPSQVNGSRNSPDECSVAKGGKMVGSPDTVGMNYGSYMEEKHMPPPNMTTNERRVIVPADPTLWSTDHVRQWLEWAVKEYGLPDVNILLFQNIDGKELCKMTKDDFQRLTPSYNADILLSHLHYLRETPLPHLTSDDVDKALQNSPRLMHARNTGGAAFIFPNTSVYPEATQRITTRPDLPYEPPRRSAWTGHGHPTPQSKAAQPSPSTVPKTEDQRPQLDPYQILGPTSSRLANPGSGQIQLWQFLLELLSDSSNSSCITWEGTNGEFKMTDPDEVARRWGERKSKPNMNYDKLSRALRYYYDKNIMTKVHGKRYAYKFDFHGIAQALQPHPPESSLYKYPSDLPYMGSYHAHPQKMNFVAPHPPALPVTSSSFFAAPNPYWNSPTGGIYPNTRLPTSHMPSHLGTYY
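His-tagged ERG Ets domain (1 uM in the protein solution; 300mM KCl, 50mM Tris-HCl, 1mM EDTA, 1mM DTT, pH 7.5) received compound, then a probe mix of 5 nM fluorescein-DNA and 100nM Texas-615-DNA. Fluorescence polarization was read for both dyes.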
Glioma ERSR ind: inducers of ER stress response in human glioma cells. U87-MG GRP78 promoter luciferase reporter, 16 h. Potency, µM, for inactives: top-dose activation, actives largely listed as activators. 420,000 tested, 0.02% active. AID 602332; also: potency is read from the fitted curve at half-maximal effect; series mostly up to about 76 µM; % of control where 0% means no effect; nearly all actives have a fitted effect of over 35% in size
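Stably transfected U87-MG human glioma cells carrying a GRP78-based luminescent sensor were seeded at 1000 cells/well, pin-dosed with compounds and incubated 16 h. Luciferase reagent was then added, and end-point luminescence was read after 10 min at room temperature.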
ALOX12 inh: inhibitors of human 12S-lipoxygenase ALOX12; P18054; purified 12hLO, xylenol orange hydroperoxide absorbance; Potency, µM (top dose mostly 108 µM), for inactives: at the highest dose activity change, negative = inhibition, most hits filed as inhibitors; 580,000 tested, 1.1% active; also: potency is read from the fitted curve at half-maximal effect; % is scaled to controls: 0 for no effect and ±100 for the full control effect
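Purified human 12hLO (150 nM final) in 25 mM Hepes, 0.01% Triton X-100, pH 7.0 was preincubated 15 min at room temperature with compound. Then 40 uM arachidonic acid was added, 30 min. Hydroperoxide was read by Fe-XO absorbance ratio 573/405 nm.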
D2 ag: D2 dopamine receptor (human) agonism. activation, % at 2 µM. P14416. 340,000 tested, 0.53% active. HEK293 T-REx D2 cells, calcium flux agonist mode. AID 485358;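 active = activation over 3 SD above normal in the single-dose calcium agonist read, cut at about 30% in these data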; also: 0% is about no effect
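Tetracycline-induced HEK293 T-REx cells with force-coupled D2 receptor, plated overnight at 30 C, loaded with no-wash calcium dye. After a 10 s baseline, compound was pin-added and calcium flux read kinetically for 180 s; calcium rises flagged agonists.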
D2 antag: D2 dopamine receptor (human) antagonism; P14416; HEK293 TREx D2 cells, calcium flux, dopamine EC80; inhibition, % at 10 µM; 340,000 tested, 2% active; AID 485344; in the data active = inhibition above about 30%; also: 0% is about no effect
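In this primary screen, negative modulation is detected by tracking calcium flux after an EC80 dopamine challenge in inducible HEK293 T-REx D2 cells preexposed to test compound for 180 s.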
LDHA inh: LDHA (human) enzyme inhibition. activity change, % (values are at about 110 or 230 µM). 480,000 tested, 0.15% active. purified LDHA, NADH/diaphorase-resazurin fluorescence; active compounds read low. P00338; in the data active = activity change below about -30%; inconclusive = mostly about -25% to -30%;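 also: plate controls were DMSO wells for no effect and wells without enzyme for full effect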
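Remaining NADH was detected by diaphorase (0.133 mg/mL) converting 37 µM resazurin to fluorescent resorufin, read at 0 and 20 minutes. The preceding 5-minute room-temperature reaction used 2 nM LDHA, 0.2 mM sodium pyruvate and 0.06 mM NADH at pH 7.4.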
Starred values were filed as active, the others as inactive; ? = inconclusive; . = no result given; & = joins results of further samples; [ ] = remark or other dose. Unless noted, calls follow the shape of the dose curve; as a rule, active = well fitted curve in the direction sought with a large enough effect; inconclusive = small, poorly fitted or top-dose-only effect, or another doubt; inactive = no such curve, though single readings can be large; an effect the other way counts as inactive or inconclusive. The list is partial (hit frequency here may not be typical).

SMILES	Vif-A3G inh	Vif-APOBEC3F blk	RGS4 inhibitor	ERG-DNA inh	Glioma ERSR ind	ALOX12 inh	D2 ag	D2 antag	LDHA inh
CCCCCCOc1ccc(/C(C)=N/NC2=NCCN2)cc1[N+](=O)[O-]	-22%	2%	-34%	12%	-12%	-14%	1.9	-5	0
CCN(CC)CCNC(=O)c1cc2c(s1)-c1ccccc1SC2	-13%	-8%	15%	-7%	-3%	34%[activator]	0.3	21	-4
Cc1nn2c(=O)cc(COC(=O)c3cccc(NC(=O)CCc4ccccc4)c3)nc2s1	-2%	-7%	1%	-4%	0%	-27%	0.5	.	-7
O=C(COC(=O)/C=C/c1nc2ccccc2s1)Nc1cccc2ccccc12	-1%	-2%	1%	-4%	-5%	-32%	-0.9	-13	-3
Cc1ccc(OCC(=O)NNC(=O)CCc2ccccc2)cc1	2%	12%	10%	-4%	-4%	15%	0.0	7	-13
CSc1ccccc1NC(=O)CO/N=C(\C)c1cc2ccccc2o1	0%	-1%	24%[11.4 µM]	-1%	6%	10%	1.4	3	0
Cc1ccccc1NC(=O)CSc1nc(-c2ccco2)nc2cc(=O)[nH]n12	-2%	0%	10%	-8%	-2%	-10%	0.6	.	-4
CCCOc1ccc(C(=O)O)cc1	0%	-7%	9%	-3%	-1%	5%	0.7	4	-8
COc1ccc([N+](=O)[O-])cc1NC(=O)C(C)OC(=O)C1CC(=O)N(Cc2ccco2)C1 (centres undefined)	-1%	3%	12%	0%	-3%	-17%	-0.1	0	-9
CC(=O)c1ccc(-n2c(C)c(C(C)=O)c3cc(O)ccc32)cc1	3%	6%	2%	6%	-5%	?	0.3	-2	-9&0
CC1Cc2cc(S(=O)(=O)N3CCC(C(=O)NCc4ccco4)CC3)ccc2N1C(=O)C1CCC1 (centres undefined)	-2%	17%	44%	13%	0%	17%	0.2	-13	-2
CCn1nnc(-c2ccccc2NC(=O)c2cccc(-n3cnnn3)c2)n1	-3%	-1%	25%	.	0%	-8%	1.0	-11	-11
O=C(O)CCCC(=O)N1CCc2cc(S(=O)(=O)N3CCc4ccccc43)ccc21	-4%	0%	3%	10%	1%	28%[57.4 µM]	0.0	-11	-2
CCOC(=O)CN1C(=O)C(=O)N(Cc2ccccc2)C1=O	-2%	-13%	-36%	-2%	-4%	14%	1.0	2	0
CCOc1ccc(NC(=O)c2cc(S(=O)(=O)N3CCc4ccccc43)ccc2F)cc1	9%	5%	8%	12%	-4%	-18%	1.0	.	-9
COc1cc(NC(=O)C2CCCCC2)c2ncccc2c1	-11%	0%	-3%	-20%	-2%	9%	0.5	-13	11
Cc1ccc2ncc(C(=O)Nc3cccc(C(F)(F)F)c3)c(=O)n2c1	3%	2%	5%	-1%	-3%	-25%	0.9	.	1
Fc1ccccc1COc1ccc(Br)cc1CNCC1CCCO1 (centres undefined)	0%	6%	7%	-7%	0%	-14%	0.1	-15	-11
CCc1ccc(NC(=O)CSc2nc3ccccc3c(=O)n2CCCC(=O)N2CCCC2)cc1	?	-20%	15%	-13%	-1%	2%	0.6	2	-10
Cc1ccc(C2CC(=O)n3nc(-c4ccc(F)cc4)nc3S2)cc1 (centres undefined)	0%	-10%	6%	-19%	-1%	-13%	0.6	.	-5
Cc1ccc(CN2CC(C(=O)Nc3ccncc3)CC2=O)cc1 (centres undefined)	3%	-9%	20%	11%	-3%	?	-0.4	6	-2&-2
COc1ccc(OC)c(CCNc2ncnc3onc(-c4ccc(F)cc4)c23)c1	-1%	-10%	31%	-3%	-4%	-28%	0.2	.	1
O=C(COc1cc(O)c2c(=O)cc(-c3ccccc3)oc2c1)c1ccccc1	-2%	2%	-7%	-15%	-1%	-4%	0.6	-13	-5
COc1ccccc1-c1cnnc(N/N=C/c2ccc(-c3cccc(Br)c3)o2)n1	-3%	3%	-29%	-3%	-5%	-27%	0.5	-9	5
O=C(Nc1ccc([N+](=O)[O-])cn1)c1cccnc1	1%	-5%	18%	10%	-4%	12%	1.2	10	-7
CN(C(=O)CSc1nc(O)cc(=O)n1-c1ccccc1F)c1ccccc1	-2%	6%	-20%	8%	-2%	0%	0.0	-18	-2
O=C1CCCC2=C1C(c1ccc(O)c(O)c1)c1c(ccc3ncccc13)N2 (centres undefined)	-5%	-2%	-38%	-9%	12%	?	-0.5	1	17
C=C[C@H]1C(O[C@@H]2O[C@H](CO)[C@@H](O)[C@H](O)[C@H]2O)OC=C2C(=O)N3CCc4cc(OC)c(O)cc4[C@H]3C[C@H]21 (some centres undefined)	-4%	-6%	-11%	8%	-3%	-19%	.	.	7
COc1cccc(-c2ccc3ncnc(NCc4cccs4)c3c2)c1	-2%	0%	-1%	.	-5%&1%	?	0.1	-17	-7
C[C@H](CO)N1C[C@H](C)[C@@H](CN(C)C(=O)Nc2ccc(C(F)(F)F)cc2)Oc2ccc(NC(=O)Cn3cnnn3)cc2C1=O	0%	-1%	-1%	-7%	-1%	-8%	.	.	-5
CCN(C(=O)Cn1cnc2cc([N+](=O)[O-])ccc2c1=O)C1CCS(=O)(=O)C1 (centres undefined)	-6%	-9%	81%[activator]	3%	-5%	0%	0.2	-10	-1
CCc1nc2sc3c(=O)[nH]cnc3c2c2c1CSC(C)(C)C2	0%	-8%	-23%	11%	0%	?	3.7	10	-8
O=C(c1ccc(F)c(F)c1)N1CCC2(CC1)NCCc1[nH]cnc12	-1%	-6%	-9%	-15%	-5%	-19%	0.0	9	0
O=C(Cc1ccc(F)cc1)N1CCN(c2ccc([N+](=O)[O-])cc2)CC1	2%	13%	-1%	-18%	-1%	-10%	-0.6	7	2
COc1cc(C(c2sc3nc(C)nn3c2O)N2CCOCC2)cc(OC)c1OC (centres undefined)	5%	3%	-3%	3%	-4%	5%[57.4 µM]	-0.3	-3	-2
CC(C)c1ccc(NC(=O)c2cn(C3CCCC3)c(=O)c3c2c2ccccc2n3C)cc1	-1%	-6%	1%	-4%	-1%	1%	.	.	4
CCOC(=O)N1CCN(C(c2ccc(C(C)C)cc2)c2sc3nc(C)nn3c2O)CC1 (centres undefined)	-1%	-1%	1%	1%	-5%	15%	-1.0	9	-4
CC(Nc1nc(N2CCN(CCO)CC2)nc2ccccc12)c1ccccc1 (centres undefined)	2%	-13%	-1%	5%	-6%	-2%	-0.5	24	-1
C=CCn1c(SCC(=O)NC2CC2)nnc1C1CC1	-2%	5%	8%	-2%	0%	4%	0.9	8	-1
C[C@H](NC(=O)c1nc[nH]c1C(=O)N(C)CCO)c1ccccc1	1%	.	.	.	-3%	?	.	.	-4
CN(C(=O)COC(=O)Cc1ccccc1[N+](=O)[O-])C1CCS(=O)(=O)C1 (centres undefined)	2%	-14%	6%	3%	-2%	36%[activator]	.	.	-2
Cc1cc(N)n(-c2ccccc2C)n1	2%	-32%	14%	4%	-4%	-8%	0.3	-3	-5
O=C(NCC1CCCO1)c1nc(Cn2ccc([N+](=O)[O-])n2)no1 (centres undefined)	0%	-7%	-6%	9%	-6%	-25%	-0.6	3	-3
CC(=O)c1c(C)[nH]c(C(=O)CN2CCN(S(=O)(=O)c3ccc(C(C)C)cc3)CC2)c1C	1%	4%	-5%	-1%	-1%	217%[activator]	0.2	-5	1

Record cards, as listed above.
`O=C(c1ccc(F)c(F)c1)N1CCC2(CC1)NCCc1[nH]cnc12` is listed with Vif-A3G inh: -1%; Vif-APOBEC3F blk: -6%; RGS4 inhibitor: -9%; ERG-DNA inh: -15%; Glioma ERSR ind: -5%; ALOX12 inh: -19%; D2 ag: 0.0; D2 antag: 9; LDHA inh: 0
`COc1cc(C(c2sc3nc(C)nn3c2O)N2CCOCC2)cc(OC)c1OC` (centres undefined) is listed with Vif-A3G inh: 5%; Vif-APOBEC3F blk: 3%; RGS4 inhibitor: -3%; ERG-DNA inh: 3%; Glioma ERSR ind: -4%; ALOX12 inh: 5%[57.4 µM]; D2 ag: -0.3; D2 antag: -3; LDHA inh: -2
`C=CCn1c(SCC(=O)NC2CC2)nnc1C1CC1` is listed with Vif-A3G inh: -2%; Vif-APOBEC3F blk: 5%; RGS4 inhibitor: 8%; ERG-DNA inh: -2%; Glioma ERSR ind: 0%; ALOX12 inh: 4%; D2 ag: 0.9; D2 antag: 8; LDHA inh: -1

Ordered by value in D2 antag (high to low): three of the compounds above
Compound | D2 antag
O=C(c1ccc(F)c(F)c1)N1CCC2(CC1)NCCc1[nH]cnc12 | 9
COc1cc(C(c2sc3nc(C)nn3c2O)N2CCOCC2)cc(OC)c1OC (centres undefined) | -3
CC(=O)c1c(C)[nH]c(C(=O)CN2CCN(S(=O)(=O)c3ccc(C(C)C)cc3)CC2)c1C | -5

Assay outcomes: PubChem BioAssay, National Center for Advancing Translational Sciences (NCATS)
